# hcGAS lum: human cGAS inhibition. actives 0.081% (n = 290,000). recombinant h-cGAS, ATP depletion, Kinase-Glo luminescence. Q8N884. inhibition, % at 12.5 µM;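 note: 0% = vehicle reaction and 100% = reaction without DNA for no activity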
# Target sequence (Q8N884 whole entry, looked up): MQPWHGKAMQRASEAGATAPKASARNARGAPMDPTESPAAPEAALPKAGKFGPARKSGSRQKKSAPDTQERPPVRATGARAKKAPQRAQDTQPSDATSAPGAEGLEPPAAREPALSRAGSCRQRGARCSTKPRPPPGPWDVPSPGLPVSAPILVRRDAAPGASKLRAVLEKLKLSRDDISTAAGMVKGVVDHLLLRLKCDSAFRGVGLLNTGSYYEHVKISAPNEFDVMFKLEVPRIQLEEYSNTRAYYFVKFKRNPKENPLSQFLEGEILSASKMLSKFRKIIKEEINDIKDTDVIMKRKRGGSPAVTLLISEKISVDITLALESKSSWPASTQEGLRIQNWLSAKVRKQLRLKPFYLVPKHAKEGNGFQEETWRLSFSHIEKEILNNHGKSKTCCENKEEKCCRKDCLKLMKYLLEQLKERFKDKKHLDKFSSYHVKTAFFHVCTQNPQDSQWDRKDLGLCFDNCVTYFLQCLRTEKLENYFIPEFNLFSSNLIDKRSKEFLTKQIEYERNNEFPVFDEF
# NPYLR7 ag: activates Aedes aegypti NPYLR7 receptor | HEK293T NPYLR7/Galpha15, GCaMP6s calcium fluorescence | activation, % at 10 µM | actives 0.15% (n = 270,000); in the data active = activation above about 40%;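 note: 0% = vehicle and 100% = reference agonist at the receptor; some compounds past the cut are filed as inactive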
# mcGAS lum: mouse cGAS inhibition by luminescence | Q8C6L5 | recombinant cGAS, Kinase-Glo ATP depletion luminescence | inhibition, % at 12.5 µM | actives 0.15% (n = 160,000);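 note: 0% = negative control wells and 100% = reference inhibitor with no enzyme activity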
# Active calls of the source: *; . = no result given; & = joins results of further samples. Cut-off read from the data, not from the text of the source, unless noted: active = inhibition above about 40%; inactive = the rest.
# Sample of the layout (five entries):
item	compound	hcGAS lum	NPYLR7 ag	mcGAS lum
1	Cc1ccn2c(NC(C)(C)CC(C)(C)C)c(-c3ccc(C(F)(F)F)cc3)nc2c1	-8	13	-8
2	Cc1cc2c(c(-c3ccnc4cc(Cl)ccc34)c1)OC(CN)C2 (stereo not drawn)	-10	20	-11
3	O=C(CC(=O)NC12CC3CC(CC(C3)C1)C2)NCCc1cnc[nH]1	-8	16	-11
4	COc1ccc(O)c(CN2CCCC(C(=O)c3cc(C)c(OC)c(C)c3)C2)c1 (stereo not drawn)	-1	1	.
5	COC(=O)C1=C(C)NC2=C(C(=O)CCC2)C1c1ccc(OC)c(O)c1 (stereo not drawn)	-7	-1	-6

# Results, from the start:
item	compound	hcGAS lum	NPYLR7 ag	mcGAS lum
1	Cc1ccn2c(NC(C)(C)CC(C)(C)C)c(-c3ccc(C(F)(F)F)cc3)nc2c1	-8	13	-8
2	Cc1cc2c(c(-c3ccnc4cc(Cl)ccc34)c1)OC(CN)C2 (stereo not drawn)	-10	20	-11
3	O=C(CC(=O)NC12CC3CC(CC(C3)C1)C2)NCCc1cnc[nH]1	-8	16	-11
4	COc1ccc(O)c(CN2CCCC(C(=O)c3cc(C)c(OC)c(C)c3)C2)c1 (stereo not drawn)	-1	1	.
5	COC(=O)C1=C(C)NC2=C(C(=O)CCC2)C1c1ccc(OC)c(O)c1 (stereo not drawn)	-7	-1	-6
6	Cc1cnn(C(C)C2CC2)c1NC(=O)c1ccc2[nH]c(C)c(C)c2c1 (stereo not drawn)	-6	-6	.
7	Cc1cccc(NC(=O)CCC2CCN(C(=O)CCN3CCCCO3)CC2)c1	-6&-5	11&1	.
8	Cc1nnc(SCc2ccc(Cl)cc2)[nH]c1=O	-2	0	.
9	Cc1ccc(-n2c(Cc3ccccc3)nnc2SCc2cc(F)cc(F)c2)cc1	-7	.	-7
10	CCn1cc(C(=O)N2CCN(CC(=O)NC3CCCCC3)CC2)c2nn(-c3ccccc3)c(=O)c-2c1	-11	-2	-10
11	CCN(c1ccccc1)S(=O)(=O)c1ccc(C(=O)OC2CCCCNC2=O)cc1 (stereo not drawn)	-3	9	.
12	CCc1ccc(CNC(=O)c2cncc(Br)c2)s1	-17	7	.
13	O=S(=O)(/C=C/c1ccccc1)Oc1ccc(-c2nc3ccc(Br)cn3c2NC2CCCCC2)cc1	-7	-1	-7
14	CC(NC(=O)c1cc(NC(=O)CC(C)(C)C)ccc1N1CCCC1)c1ccccc1 (stereo not drawn)	2	0	-5
15	COc1c(Br)cc(Cl)cc1NCC(=O)Nc1ccc2c(c1)CCN2C(C)=O	6	-3	.
16	Cc1oc2ncnc(N3CCCC(C(=O)N4CCN(C5CCCCC5)CC4)C3)c2c1C (stereo not drawn)	-11	.	-4
17	Cc1cccc(Oc2cc(N3CCCCC3)ncn2)c1	-1	-8	-8
18	Cc1ccc(C(NC(=O)C2CCN(CCCc3ccccc3)CC2)c2ccccn2)cc1 (stereo not drawn)	-8	-6	-4
19	CN1CCN2CCN(C(=O)CCn3ccnc3)CC2C1 (stereo not drawn)	-10	1	.
20	O=C(NCCc1nc(C2CCCCC2)cs1)c1cnccn1	-4	8	-4
21	CN1CCC2(CC1)CN(C(=O)CCCn1cncn1)CCCN2C	-4	3	-13
22	Cc1c(C(=O)NCc2ccccn2)cnn1-c1ccccc1	-4	8	-3
23	N#CC1=C(N)SC(N)=C(C#N)C1C1CC2C=CC1C21CC1 (stereo not drawn)	-7	0	.
24	O=C(/C=C/c1ccccc1)N(Cc1cccn1Cc1ccccc1Cl)C1CCCCC1	-7	-3	-6
25	CC(c1ccccn1)N(C)Cc1ccnn1-c1ccccc1 (stereo not drawn)	1	-1	.
26	CC(C)CCN1CCN(Cc2cccc3cccnc23)CC1CCO (stereo not drawn)	-6	6	.
27	CCCOc1nccnc1NC1CCN(C(=O)C2CCCO2)CC1 (stereo not drawn)	-14	.	-6
28	CC(C(=O)NC1CCCCC1)N1CCN(S(=O)(=O)c2ccc(Cl)c(Cl)c2)CC1 (stereo not drawn)	-8	2	.
29	CCOC(C)c1nc(C)c(C(=O)NC(CC)c2ccccc2O)s1 (stereo not drawn)	-5	0	.
30	O=C(NCc1nnnn1C1CCCCC1)Nc1ccc(F)cc1	-12	3	.
31	CN1CCc2[nH]cnc2C12CCN(C(=O)C1CC(=O)OC13CCCC3)CC2 (stereo not drawn)	-18	.	-7
32	Cn1cc(I)c(C(N)=O)n1	-4	-13	-4
33	CCOC(=O)C1CCN(C(c2cccnc2)c2c(O)cc(C)n(CC)c2=O)CC1 (stereo not drawn)	0	10	.
34	Cc1ccc(C)c(S(=O)(=O)N2CCN(c3nc4nccc(C(C)(C)C)n4n3)CC2)c1	-7	-2	-11
35	CCCC(=O)N1CCCC1(C)C(=O)NCc1sccc1C (stereo not drawn)	-16	5	-9
36	Cc1cccc(Cn2c(C(=O)N3CCN(C(=O)CCc4ccccc4)C(C)C3)cc3ccoc32)c1 (stereo not drawn)	-1	.	-6
37	O=C(O)CCSC(F)(F)F	-8	16	.
38	O=C(COC(=O)C=Cc1ccc(Br)o1)NC1CCS(=O)(=O)C1 (stereo not drawn)	4	1	.
39	COc1ccc(CC(=O)Nc2nc(OCCN3CCCC3=O)cnc2-c2cccc(C(F)(F)F)c2)cc1	-3	1	-2
40	CCCCCNC(=O)c1cc2c(=O)n3ccccc3nc2n1C	-7	-2	-5
41	CC(=O)c1ccc(OCC(O)CN2CCN(C(=O)c3ccco3)CC2)cc1 (stereo not drawn)	-4	3	.
42	C=CCc1cccc2cc(C(=O)NC(C)c3ccccc3)c(=O)oc12 (stereo not drawn)	-4	4	-2
43	C=CCn1c(SCc2c(F)cccc2Cl)nnc1-c1cccc(C)c1	-4	.	-4
44	CCOC(=O)N1CCN(S(=O)(=O)N2CCC(C(=O)O)CC2)CC1	5	.	0
45	CCOC(=O)c1nn(Cc2ccc(OC)cc2)c2c1CN(C(=O)CSc1ccncc1)CC2	-4	9	-16
46	O=C1OCCN1CCNCCC(=O)N1CCCc2ccccc21	-4	-5	-11
47	CCN(C)C(=O)c1ccccc1N1CCC(NC(=O)c2ccc(C(F)(F)F)cc2)CC1	-1	-11	-1
48	Cc1ccccc1CS(=O)(=O)Cc1c(C)noc1C	-13	8	.
49	CC(C)NC(=O)C1(C)CCN1C(=O)c1ccccc1CCc1ccccc1 (stereo not drawn)	-8	1	-4
50	O=C(NCCc1ccccc1)N(C1CCOCC1)C1CCN(CC2CCCCC2)CC1	10	.	2

# Next compounds:
item	compound	hcGAS lum	NPYLR7 ag	mcGAS lum
51	COc1ccc(C(=O)NCCn2ncc3c(NCC(C)C)nc(SC)nc32)c(OC)c1	2	.	2
52	CCN(Cc1ccncc1)S(=O)(=O)NCc1ccccc1	-4	3	.
53	CCc1ccc(C2C(C(=O)OCC(C)C)=C(C)NC3=C2C(=O)CC(c2ccccc2)C3)cc1 (stereo not drawn)	0	1	-4
54	Cc1ccc(S(=O)(=O)n2cc(/C=C/C(=O)NC(c3ccc(F)cc3)c3ccc(SCc4ccccc4)cc3)c3ccccc32)cc1 (stereo not drawn)	-4	23	-6
55	CN(Cc1nc2ccc(F)cc2[nH]1)C(=O)C(=O)c1cccn1C	-5	-13	.
56	COc1cc(NC(=O)C2(C)CCCN(C(C)C)C2)cc(OC)c1OC (stereo not drawn)	-15	1	.
57	c1cc(CN2CCCn3cncc3C2)n(-c2nccs2)c1	-4	6	.
58	O=C(Nc1cc(F)ccc1F)N1CCN(CC(OCc2ccc(C(F)(F)F)cc2)c2ccc(Cl)cc2)CC1 (stereo not drawn)	-4	30	-7
59	Oc1ccc2c(c1)CN(C1CCCc3ccccc31)CC2 (stereo not drawn)	-8	7	-17
60	CN(Cc1ccccc1)C(=O)c1ccccc1N1CCC(N)CC1	12	5	-8
61	COc1cccc(NC(=O)CCC2CCN(C(=O)c3cnsn3)CC2)c1	-5	2	.
62	CCCCCCCC(=O)N1CCN(C(=O)CCCSc2nnc(-c3ccc(C)cc3)n2-c2cccc(C)c2)CC1C (stereo not drawn)	-8	14	-5
63	O=[N+]([O-])c1cc2c(c(COc3ccccc3Br)c1)OCOC2	-4	13	-5
64	CN(Cc1cccc(F)c1)C(=O)Nc1ccc(S(N)(=O)=O)cc1	-6	29	.
65	Cc1cc(=O)n(-c2ccccc2)n1C	2&-7	-8&-3	-5
66	Cc1cc(C)nc(N(C#N)CC(=O)N(c2ccccc2)C(C)C)n1	-5	-8	-7
67	COc1cccc(-c2cncc(NC(C)=O)n2)c1	-13	3	.
68	COC(=O)C(C)Sc1nc2c(c(=O)n1-c1ccc(C)cc1)SCC2 (stereo not drawn)	-9	-5	.
69	Cc1cn2c(CC(=O)O)csc2n1	-5	10	.
70	O=C(NCCNC(=O)[C@H]1CCCN1C(=O)c1ccc(C(F)(F)F)cc1)c1ccc(F)cc1	1	0	0
71	CC(C(=O)N1CCOCC1)N1C(=O)CSC1c1ccccc1F (stereo not drawn)	-10	27	-8
72	COCCN(CC(=O)N(CCc1ccc(OC)c(OC)c1)Cc1ccc(C)o1)C(=O)CCc1ccccc1	-7	4	-4
73	N#Cc1c(N)sc(=S)c2c1CCCC2	-3	4	.
74	CN(C)S(=O)(=O)c1cccc(C(=O)n2nnc3ccccc32)c1	-3	6	.
75	COC(=O)CCCCC(=O)NCC1Cc2cc(C(=O)OC)ccc2O1 (stereo not drawn)	-7	5	-8
76	CCOC(=O)C1CCN(C(=O)c2cc3n(n2)CCN(Cc2ccccc2OC)C3=O)CC1	-6	17	-8
77	Nc1c(C=C2C=C(Br)C=CC2=O)c(=O)nc2sc(C(F)(F)F)nn12	-4	0	-6
78	CN(Cc1cc(-c2ccncc2)no1)C(=O)[C@@H]1C[C@@H]2C=C[C@H]1C2	-1	-4	.
79	Cc1ccc(C2(CNC(=O)c3c(F)cccc3Cl)CCOCC2)cc1	-2	-1	-3
80	CC(=O)N(c1cccc(C(F)(F)F)c1)c1nc(C=CC(=O)NC2CCCCC2)cs1	-8	10	-9

# Full records as entered above. Order of screens: hcGAS lum | NPYLR7 ag | mcGAS lum
# Results for Cc1ccc(C2(CNC(=O)c3c(F)cccc3Cl)CCOCC2)cc1 : -2 | -1 | -3
# Results for CN(C)S(=O)(=O)c1cccc(C(=O)n2nnc3ccccc32)c1 : -3 | 6 | .
# Results for Nc1c(C=C2C=C(Br)C=CC2=O)c(=O)nc2sc(C(F)(F)F)nn12 : -4 | 0 | -6

# The list continues.
item	compound	hcGAS lum	NPYLR7 ag	mcGAS lum
81	O=C(CCCn1cncn1)N1CCOC(Cc2cccc3ccccc23)C1 (stereo not drawn)	-5	3	.
82	COc1cccc(Cc2c(C)nc(C)nc2N2CCN(C(=O)c3cccc(Br)c3)CC2)c1	-6	6	-7
83	O=C(O)c1ccc(F)c(COc2ccc(F)cc2)c1	-12	2	.
84	Cc1sc(N=Nc2c(O)[nH]c(=O)[nH]c2=O)c(C#N)c1C	-8	-9	.
85	Cc1nc(SCc2nc3ccccc3o2)c2ccccc2n1	-2	0	18
86	CCOc1ccc(NC(=O)NC2CC(C)(C)NC(C)(C)C2)cc1	-9	-6	-3
87	COCC1(C(=O)NCc2cccnc2N2CCCCCCC2)CCC1	-3	3	.
88	Cc1ccc2nc(CNc3ccccc3C(=O)NC3CC3)cn2c1	-3	0	.
89	CN(Cc1ccccc1)c1nccn2ccnc12	-8	4	.
90	N#Cc1c(N)nc(N2CCCC(O)C2)c(C#N)c1C(C#N)Cc1ccc(F)cc1Cl (stereo not drawn)	3	-2	.

# Down the list, quoted from above.
# NPYLR7 ag, nos. 80–90, in order: 10, 3, 6, 2, -9, 0, -6, 3, 0, 4, -2
# hcGAS lum, nos. 80–90, in order: -8, -5, -6, -12, -8, -2, -9, -3, -3, -8, 3

# Later entries.
item	compound	hcGAS lum	NPYLR7 ag	mcGAS lum
91	C[C@]12CC[C@H](O)CC1=CCC1C2CC[C@]2(C)C(n3cnc4ccccc43)=CCC12 (stereo partly drawn)	-5	19	-12
92	Clc1ccc(-c2nnc(CSc3nnnn3C3CC3)o2)cc1	-6	5	.
93	CCOCCSc1nc(-c2cccc(F)c2)nc2c1c(=O)n(C)c(=O)n2C	-8	-5	-9
94	COc1ccc(CN2CCNC(=O)C2CC(=O)NCc2ccc3ncccc3c2)c(OC)c1 (stereo not drawn)	-7	11	-10
95	O=C(COc1ccccc1)N(CC(=O)N1CCc2sccc2C1c1ccc(Cl)cc1Cl)CC1CCCO1 (stereo not drawn)	-3	19	-6
96	O=C(CCCc1ccccc1)Nc1ccnn1C1CCN(C(=O)c2ccoc2)CC1	-1	2	.
97	CCCc1cc(C(=O)OCC)c(NC(=O)CCCCC(=O)OC)s1	-4	-3	-7
98	O=C1C(C(c2cccc(F)c2)N2CCN(CCO)CC2)Sc2ncnn21 (stereo not drawn)	-6	1	-7
99	Cc1ccsc1CN(C)C(=O)c1cnn2ccccc12	-3	-2	.
100	CC(C)(C)OC(=O)NN=C1CCCCCC1	-3	4	-4

# Source: PubChem
